DNA FID counter: displaces DNA intercalator in HCV helicase counter-screen; inhibition, % at 7.9 µM; DNA fluorescent intercalator displacement, fluorescence; 290,000 tested, 0.17% active; in the data active = inhibition above about 37%;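 also: 0% = vehicle and 100% = reference compound; higher means more ethidium bromide displaced from hairpin DNA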
VIM-2 inh: blocks Pseudomonas aeruginosa VIM-2 metallo-beta-lactamase | purified VIM-2, nitrocefin hydrolysis, epi-absorbance fluorescence | inhibition, % at 5.6 µM | 290,000 tested, 0.89% active;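 active = inhibition above the mean of all tested compounds plus 3 SD, cutoff set per screening run, cut at about 7.5% in these data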;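 also: red hydrolysis product quenches plate fluorescence so inhibitors raise well fluorescence; 0% = enzyme with DMSO and 100% = DMSO without enzyme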
UBC9 SUMO inh: SUMOylation inhibition | HTRF SUMOylation assay, SAE1/SAE2 + UBC9, in vitro | inhibition, % at 35 µM | 290,000 tested, 0.36% active | AID 2006; in the data active = inhibition above about 50%, passing the limit was not always enough; also: strong numbers were not always called active
pCIP destab: p/CIP protein destabilization. Q05BA5. 290,000 tested, 0.01% active. decrease of EGFP signal, % at 10 µM. F442A p/CIP-EGFP cells, EGFP fluorescence, 16 h;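 active = EGFP signal decrease of at least 30% at 10 µM or well 3 SD below plate mean, unless failing retest; inactive = the rest, including hits failing retest or dose response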; also: some compounds called inactive have numbers as strong as hits; many of its hits are not listed in these tables
Target sequence (Q05BA5 1-1403): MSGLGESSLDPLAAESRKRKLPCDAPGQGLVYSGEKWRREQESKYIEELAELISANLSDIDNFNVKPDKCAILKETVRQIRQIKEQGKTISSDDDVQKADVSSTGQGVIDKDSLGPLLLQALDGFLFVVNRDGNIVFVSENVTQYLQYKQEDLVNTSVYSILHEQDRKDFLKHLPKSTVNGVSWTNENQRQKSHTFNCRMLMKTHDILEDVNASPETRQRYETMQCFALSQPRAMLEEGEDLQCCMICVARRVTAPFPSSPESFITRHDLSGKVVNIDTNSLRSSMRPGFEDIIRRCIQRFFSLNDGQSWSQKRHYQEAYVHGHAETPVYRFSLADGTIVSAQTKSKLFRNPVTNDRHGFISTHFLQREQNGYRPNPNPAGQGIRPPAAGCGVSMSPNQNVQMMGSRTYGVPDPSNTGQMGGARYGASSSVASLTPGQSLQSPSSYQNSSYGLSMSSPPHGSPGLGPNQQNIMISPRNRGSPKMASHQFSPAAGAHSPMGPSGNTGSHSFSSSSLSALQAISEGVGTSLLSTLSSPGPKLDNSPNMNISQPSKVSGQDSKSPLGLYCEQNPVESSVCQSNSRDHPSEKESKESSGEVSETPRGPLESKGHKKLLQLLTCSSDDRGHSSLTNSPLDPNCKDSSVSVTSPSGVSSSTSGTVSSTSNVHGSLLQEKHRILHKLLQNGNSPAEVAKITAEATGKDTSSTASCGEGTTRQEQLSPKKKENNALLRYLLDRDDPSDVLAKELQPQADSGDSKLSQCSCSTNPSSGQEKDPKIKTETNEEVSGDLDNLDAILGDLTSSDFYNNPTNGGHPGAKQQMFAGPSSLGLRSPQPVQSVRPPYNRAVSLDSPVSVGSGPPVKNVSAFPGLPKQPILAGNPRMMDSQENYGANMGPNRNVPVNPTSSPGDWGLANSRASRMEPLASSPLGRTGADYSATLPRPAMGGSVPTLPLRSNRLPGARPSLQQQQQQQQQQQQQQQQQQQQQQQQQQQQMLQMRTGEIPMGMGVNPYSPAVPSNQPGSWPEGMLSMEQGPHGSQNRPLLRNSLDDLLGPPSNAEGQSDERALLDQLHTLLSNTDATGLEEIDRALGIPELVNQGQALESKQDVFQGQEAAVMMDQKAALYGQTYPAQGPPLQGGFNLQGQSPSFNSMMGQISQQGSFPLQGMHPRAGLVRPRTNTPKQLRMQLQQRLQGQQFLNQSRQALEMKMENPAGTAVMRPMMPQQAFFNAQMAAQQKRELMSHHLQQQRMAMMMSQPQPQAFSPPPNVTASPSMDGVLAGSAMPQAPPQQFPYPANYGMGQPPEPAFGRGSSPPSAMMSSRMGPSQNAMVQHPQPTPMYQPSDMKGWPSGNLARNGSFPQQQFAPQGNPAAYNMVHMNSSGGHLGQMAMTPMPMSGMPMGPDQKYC
IDE cell activ: IDE (human) activation, cell-based. P14735. HEK cells, FAbeta-B cleavage, fluorescence polarization; 0% vehicle, 100% cell-free pure enzyme wells. activation, % at 5.96 µM. 340,000 tested, 0.073% active. AID 493087;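 active = activation above the mean of all tested compounds plus 3 SD, set per screening campaign, cut at about 17% in these data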
IDE cell inh: inhibitors of human insulin-degrading enzyme in cells | inhibition, % at 5.59 µM | HEK cells, FAbetaB cleavage, fluorescence polarization | 320,000 tested, 0.41% active | P14735;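 active = percent inhibition above the average of all tested compounds plus 3 SD, set per screening campaign, cut at about 16% in these data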;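 also: IDE supplied by intact live HEK cells; FP after avidin binding of uncleaved biotin substrate so inhibition keeps polarization high; 0% = DMSO wells and 100% = 60 µM reference IDE inhibitor Ii1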
IMP-1 inh: blocks Pseudomonas aeruginosa IMP-1 metallo-beta-lactamase; purified IMP-1, nitrocefin hydrolysis, epi-absorbance fluorescence; 290,000 tested, 0.45% active; inhibition, % at 5.6 µM;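 active = inhibition above the mean plus 3 SD of all compounds in the same screening run, cut at about 4.5% in these data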;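 also: 0% = IMP-1 with DMSO and 100% = DMSO wells lacking enzyme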
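System: purified IMP-1; amount: IMP-1 0.2 nM before substrate addition; compound: single dose, 5.6 µM; times: 25 °C, 15 min preincubation, 25 min reaction; signal: Epi-absorbance via hydrolysed-nitrocefin quenching of white-plate fluorescence, 480/530 nm, EDTA stop; benchmarks: DMSO with and without IMP-1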
PfM18AAP inh: PfM18AAP enzyme inhibition | recombinant PfM18AAP, H-Glu-NHMec fluorogenic cleavage | inhibition, % at 7.35 µM | 290,000 tested, 1.2% active | AID 1822;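 active = inhibition above the campaign mean inhibition over all tested compounds plus 3 SD, cut at about 28% in these data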;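 also: 0% = plate median of test compound wells and 100% = 2 mM ZnCl2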
HCV NS3 hel inh: HCV NS3 helicase inhibition. 290,000 tested, 0.56% active. AID 1800. NS3 helicase DNA unwinding, Cy5 molecular beacon fluorescence. inhibition, % at 10.9 µM;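 active = inhibition above the mean of all tested compounds plus 3 SD, set per campaign, cut at about 35% in these data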;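 also: 0% = DMSO wells and 100% = thioflavine S control wells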
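System: HCV NS3 helicase fragment; control set: DMSO and thioflavine S; technique: Cy5 fluorescence at 0 and 60 min, beacon hairpin quenching; reagent: beacon DNA duplex substrate plus ATP; replicates: singlicate; schedule: 1 h reaction at 25 °C, ATP-initiated; medium: MOPS buffer pH 6.5 with MgCl2, DTT, Tween20, BSA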
Numbers without * were called inactive; . = no result given.

entry	molecule	DNA FID counter	VIM-2 inh	UBC9 SUMO inh	pCIP destab	IDE cell activ	IDE cell inh	IMP-1 inh	PfM18AAP inh	HCV NS3 hel inh
1	c1ccc2c(c1)nc(NCc1ccc3c(c1)OCO3)n2CCN1CCOCC1	-2	-1.8	20	-32	3	5	-1.2	7	5
2	CC1CCCC(NC(=O)COC(=O)CCc2ccccc2)C1C (configuration not stated)	-25	-1.6	9	8	0	2	-3.3	2	-12
3	Cc1ccc(-c2cc(C(=O)N/N=C/c3c(C)nn(C)c3C)c3ccccc3n2)c(C)c1	-4	-2.6	-16	-8	7	-7	-3.6	-5	-1
4	CCc1cc(C(=O)NNC(=S)Nc2ccccc2C)cs1	-8	-3.5	2	4	2	4	-3.5	7	6
5	CSCC[C@H](NC(=O)Cc1c(C)c2c(cc(C)c3c(C)coc32)oc1=O)C(=O)O	-29	-0.6	45	-10	-1	.	-3.5	1	15
6	COc1cccc(OC)c1C(=O)N1CCN(c2c(Cc3ccccc3)c(C)nc3ncnn23)CC1	-27	-1.6	1	2	-8	3	-3.5	1	1
7	CS(=O)(=O)N(CC(=O)NCc1ccccc1Cl)c1cccc([N+](=O)[O-])c1	3	-4.1	-10	-7	3	-2	-2.6	1	-1
8	CC(=NCCc1ccccc1)C1=C(O)CSC1=O	-5	-2.8	-7	4	-1	-5	-3.1	8	-10
9	Cc1cnc(C(=O)OCC(=O)N2c3ccccc3NC(=O)C2(C)C)cn1	-3	-2.9	25	-5	6	3	-2.8	2	-3
10	COc1ccc(CC(=O)N2CCCC2)c(OC)c1	-9	-0.5	-6	0	2	0	-3.3	8	3
11	CCC(C(=O)Nc1cccnc1Cl)c1ccccc1 (configuration not stated)	-5	-0.3	8	12	-5	5	-5.9	0	6
12	CCN(CC)c1ccc(NC(=O)CCNC(=O)c2ccco2)cc1	-1	-0.7	-14	-8	5	3	-1.4	5	-1
13	C=CCN1C(=O)CSc2ccc(C(=O)NC3CCCCC3)cc21	-31	-0.3	.	-8	1	-1	-1.3	-15	-4
14	O=[N+]([O-])c1ccc2c(c1)ncn2-c1ccccc1	0	-2.7	1	-4	3	6	-2.1	0	-22
15	Nc1nnc(CCc2ccccc2)s1	-2	-1.4	9	-2	8	0	-3.4	-1	-5
16	O=C(NC1CC1)C1CCN(C(=O)c2ccccc2Cl)CC1	-3	-0.4	16	-25	-1	1	-2.3	-4	-1
17	Cc1nc(-c2ccc(S(=O)(=O)Nc3cccc(S(N)(=O)=O)c3)s2)cs1	-2	-1.2	19	4	.	-2	-4.3	-6	-19
18	COc1ccccc1Nc1nnc(SCC(=O)Nc2cc(C)on2)s1	-6	-4.0	32	-4	-4	5	-4.1	1	7
19	NS(=O)(=O)c1ccc(N=Nc2c(O)c(C(=O)O)cc3ccccc23)cc1	-10	-2.4	11	-8	2	-5	-4.0	-3	35
20	Cc1ccc(C(=O)C(C)OC(=O)CCN2C(=O)C3C4C=CC(C5CC45)C3C2=O)cc1 (configuration not stated)	-56	-1.3	-4	-1	1	-2	-0.6	2	-9
21	Cc1ccccc1NC(=O)CN1CCN(C)CC1	3	-3.2	1	-5	-2	3	-5.0	4	4
22	N#Cc1cnc(Sc2ccccc2)nc1	0	0.2	24	-4	-1	-1	-4.7	-11	0
23	C=CCn1c(C)cc(C(=O)CSc2nc3ccccc3[nH]2)c1C	-17	-0.6	-5	-11	-1	-2	-2.0	7	1
24	Cc1nccn1-c1ccc(C=O)cc1	0	-1.3	0	-16	4	0	-2.6	-16	-7
25	COC(=O)[C@@H]1C[C@@]2(O)[C@@H](O)[C@@H](O)[C@@H](O)C[C@H]2N1Cc1ccc(-c2ccccc2)cc1	.	.	3	-2	5	0	.	.	.
26	O=C(c1cc2cc(Br)ccc2oc1=O)N1CCN(c2ccccn2)CC1	-6	-0.4	7	5	5	1	-3.9	-7	0
27	O=C(COC(=O)c1ccc([N+](=O)[O-])s1)Nc1ccc(Cl)cn1	-2	-1.3	-1	-16	1	-1	0.5	-3	3
28	O=Cc1ccccc1OCCOc1ccccc1C=O	5	1.4	17	-29	1	-1	1.1	9	9
29	CCN(CC)c1nc(-c2cccc(OC)c2O)nc2ccccc12	1	-0.8	6	1	5	0	-1.5	3	4
30	CCOC(=O)N1CCC(NC(=O)c2ccc3nc(N4CCOCC4)sc3c2)CC1	-16	-2.0	1	9	-1	.	-0.5	-1	-13
31	CCS(=O)(=O)c1nc(S(=O)(=O)c2ccc(C)cc2)c(N2CCC(C)CC2)s1	-41	-0.2	-5	-7	2	3	0.1	1	-7
32	O=C(CCN1C(=O)c2cccc3cccc(c23)C1=O)N1CCOCC1	-6	1.2	2	7	2	4	-1.4	0	-11
33	COC(=O)c1nnn(CC(=O)NC(=O)Nc2ccccc2)c1C(=O)OC	3	-2.1	4	-6	3	0	-2.9	3	2
34	O=C(CN1CCN(c2ccc([N+](=O)[O-])cc2)CC1)Nc1ccccn1	0	-3.0	17	3	1	-1	-0.2	-2	-8
35	CCOC(=O)NC(=O)/C(C#N)=C\c1ccccc1	0	-3.3	9	1	-4	-1	-2.0	-6	0
36	O=C(O)CSc1nnc(-c2ccc3c(c2)OCO3)n1-c1ccccc1	-21	-6.1	9	-3	5	6	-3.9	5	12
37	CC(=O)c1ccc(-n2nnnc2SCC(=O)N2CCN(C(=O)c3ccco3)CC2)cc1	-6	0.2	-10	6	4	8	0.3	1	-3
38	O=C(CSc1ncnc2c1nnn2Cc1ccccc1F)N1CCN(c2ccccc2)CC1	-1	-2.0	21	-15	2	.	-4.5	-1	-3
39	O=C(CCc1ccccc1)Nc1nnc(-c2ccccn2)o1	-4	-3.6	10	9	5	-2	-4.4	-4	3
40	CCOCCc1nnc(NC(=O)CS(=O)(=O)Cc2ccccc2)s1	-10	0.5	4	39	0	-2	-4.1	-3	5
41	COc1ccc(Cc2nnc(SCC(=O)NCc3ccco3)o2)cc1	-14	-1.6	-4	-8	4	0	-0.9	-1	1
42	CCN1CCN(Cc2ccc(NC(=O)c3ccc(C)c(NC(=O)c4cccc5[nH]ccc45)c3)cc2C(F)(F)F)CC1	.	.	10	-7	2	-3	.	.	.
43	CC(C)Cn1cc(C(=O)N2CCOCC2)c2c3ccccc3n(C)c2c1=O	-21	-0.4	22	-13	3	-2	-3.4	5	2
44	CCC(=O)NC(=S)Nc1ccc2oc(-c3ccc(OC)cc3)nc2c1	0	-3.8	22	6	-1	1	-2.8	2	7
45	Cn1c(SCC(=O)Nc2ccc3c(c2)OCCO3)nnc1-c1ccco1	-6	-2.4	25	-7	6	-5	-2.0	1	-15
46	CC1CCCCC1NC(=O)CSc1nncs1 (configuration not stated)	0	-2.4	26	6	-2	7	-2.2	-7	9
47	CCOC(=O)c1oc2ccc(Br)cc2c1CSc1nnc(C)s1	-12	-3.0	5	-17	4	-3	-4.0	4	0
48	Cc1cccc(NC(=O)CSc2nc(C)c(Cc3ccccc3)c(=O)[nH]2)c1	-9	0.3	6	-4	3	1	-1.2	-5	-4
49	CCCc1cc(C(=O)N2CCCC(N3CCN(c4ccc(F)cc4)CC3)C2)no1 (configuration not stated)	-20	-1.6	.	-8	5	-1	-1.2	-4	-2
50	C=CCn1c(SCC(=O)OCC)nc2cc(C(=O)NCc3ccco3)ccc2c1=O	-12	-6.4	11	-3	-2	-2	-3.7	-8	3
51	CCOc1ccc(Oc2c(/C=N/NC(=O)C3CC3)c(C)nn2-c2ccccc2)cc1	-15	-3.2	-2	3	0	2	-2.6	-5	4
52	FC(F)(F)c1cccc(NC(=S)NCCN2CCOCC2)c1	10	-1.6	-8	8	4	-1	-1.3	-4	1
53	Cn1c(SCc2cccc(Br)c2)nnc1-c1ccncc1	-11	1.0	8	-10	-6	3	-1.4	-5	0
54	CCOc1cc(C(=S)N2CCOCC2)ccc1OS(=O)(=O)c1ccccc1[N+](=O)[O-]	1	0.3	-22	-19	3	-4	-0.1	-8	13
55	Cc1ccc(OCC(=O)N2CCN(C(=O)c3cccs3)CC2)cc1	-12	-0.7	24	-5	7	3	-1.9	-2	1
56	CN1CCN(S(=O)(=O)c2cc([N+](=O)[O-])ccc2Cl)CC1	-5	-1.2	16	-12	-1	-1	-4.0	4	5

Remaining list, next part
entry	molecule	DNA FID counter	VIM-2 inh	UBC9 SUMO inh	pCIP destab	IDE cell activ	IDE cell inh	IMP-1 inh	PfM18AAP inh	HCV NS3 hel inh
57	CCOC(=O)Cn1c(=NC(=O)C(C)(C)C)sc2cc([N+](=O)[O-])ccc21	1	-2.5	-14	-2	-1	-3	-1.4	-1	0
58	COc1ccc(-c2cc(C(=O)O)c3c(C)nn(-c4ccccn4)c3n2)cc1	-12	-1.2	33	2	.	1	-0.7	2	5
59	CCCC(=O)N1CCN(S(=O)(=O)c2cc(Cl)ccc2OC)CC1	-5	-2.4	9	-13	-2	2	-4.3	3	-8
60	COc1ccc(-c2cc3ccccc3n2CC(O)CNCCO)cc1 (configuration not stated)	19	-2.9	-6	10	1	6	-1.8	0	-24
61	COCc1[nH]nc2c1C(C1C=CCCC1)C(C#N)=C(N)O2 (configuration not stated)	-6	-4.0	6	-3	-6	1	-4.1	-1	10
62	CN(CCCNC(=O)c1nn(C)c2c1CS(=O)(=O)c1ccccc1-2)Cc1ccccc1	0	-2.0	3	0	3	3	-1.3	1	1
63	COc1cc(Cl)c(S(=O)(=O)n2cnc(C)c2)cc1Cl	-5	-4.7	-3	-4	-1	0	-3.0	1	0

From PubChem BioAssay

Compounds were not picked by outcome (roughly 3.6% active in at least one column).
